Cneo AK release: Cryptococcus neoformans cell lysis inducers, primary screen, AK release luminescence, single concentration. C. neoformans lysis, adenylate kinase release luminescence, 4 h; normalised: neutral wells 0, clomiphene wells 100. lysis activity, % at 15 µM. actives 0.2% (n = 360,000);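 active = mean lysis activity across replicates of at least 80%, whatever share of replicates individually reach that level; inactive = mean lysis activity below 80%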
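Assay system: log-phase C. neoformans yeast / Quantity: yeast cell density of 5 × 10^6 cells/mL / Medium: fresh YPD growth medium / Compound: single dose / Timing: static 4 h at 37 °C with compound, 1 h detection / Measured by: adenylate kinase release luminescence / Read-out: lysis from increased AK signal / Benchmarks: Clomiphene as positive lysis control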
PglD inh: C. jejuni PglD acetyltransferase inhibitors, primary screen, biochemical, DTNB colorimetric, single point. UDP-N-acetylbacillosamine N-acetyltransferase PglD (Campylobacter jejuni). purified PglD enzyme, DTNB colorimetric CoA detection. inhibition, % at 12.5 µM. actives 0.098% (n = 360,000); in the data active = inhibition above about 16%, passing the limit was not always enough; also: strong numbers were not always called active
C2C12 statin: suppressors of statin myotoxicity in C2C12 myotubes, primary screen, cell-based, single point, plate reader. C2C12 myotubes + simvastatin, ATP luminescence, 48 h; scaled: DMSO 0, geranylgeraniol control 100. rescue of ATP level, % at 7.49 µM. actives 0.78% (n = 330,000). AID 602340, 2012;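 active = mean ATP rescue above about 67%, or every replicate alone reaching that limit, limit read from the data, passing the limit was not always enough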;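 also: myotubes were challenged with 10 µM simvastatin during compound exposure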
PGC1a acetyl inh: inhibitors of PGC1a acetylation signal, primary screen, cell-based, U2OS, AlphaScreen, inhibitor mode; AlphaScreen anti-acetyl-lysine; with virally co-expressed GCN5 acetyltransferase; inhibition, % at 15.6 µM; actives 0.17% (n = 350,000); AID 651687, 2012;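 active = every replicate shows inhibition of at least 40%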;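 also: 0% = neutral control wells and 100% = positive control wells; some results beyond the cut were filed as inactive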
miR-122 sensor: miR-122 Renilla sensor signal increase in Huh7, primary screen, miR-122 inhibitor project, cell-based, single point, plate reader; Huh7 miR-122 Renilla luciferase sensor, 48 h; neutral wells = 0, positive control = 100; actives 0.3% (n = 340,000); activation (reporter increase), % at 12.5 µM;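 active = mean replicate activation score at least 90 and every replicate individually at or above 90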;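 also: higher luciferase means less miR-122 activity so hits act as miR-122 inhibitors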
CFTR F508del cor: F508del CFTR correction, initial screen, CFBE line, single point; CFBE cells, YFP halide quenching; stimulated with forskolin plus potentiator P3; % fluorescence drop versus neutral controls; activity (quench increase), % at 7.58 µM; AID 720511, 2013; actives 0.36% (n = 350,000);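 active = mean added fluorescence quench of at least 8% versus neutral control, with both replicates also reaching 8%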;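 also: cells transiently co-express mutant CFTR-F508del with the halide-sensitive YFP; corrector assay measuring rescue of mutant channel to the surface after 24 h compound exposure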
GSIS activator: GLuc luminescence reporter in INS-1E cells, primary screen for activators of glucose-dependent secretion of insulin; AID 743287, 2014; INS-1E GLuc reporter insulin secretion, 2-3 h; actives 0.61% (n = 370,000); activation, % at 16.6 µM;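 active = lowest replicate activation of at least 40%, so every replicate reaches that level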;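 also: 0% = median of neutral control wells and 100% = median of IBMX positive control wells; some compounds called inactive have numbers as strong as hits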
FN deposit inh: inhibitors of fibronectin matrix deposition, primary screen, AH1F cells, Alexa488-fibronectin fluorescence, plate reader; AID 743247, 2014; actives 0.086% (n = 350,000); AH1F fibroblasts, overnight; inhibition, % at 12.6 µM;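 active = mean inhibition across replicates of 30% or more, regardless of how many single replicates reach that level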;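 also: positive control wells lacked labelled fibronectin entirely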
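Material: AH1F fibroblast monolayer depositing Alexa488-labelled fibronectin into matrix | Input: 10000 AH1F cells/well | Medium: DMEM plus 2% serum, read in PBS | Reagent: Alexa488-fibronectin, 24 nM final in well | Compound dosing: One dose per compound, pinned | Schedule: 1 h adhesion, overnight exposure | Measured by: Fluorescence at 485 nm excitation, 525 nm emission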
* marks the source's active call; other numbers are inactive results; x = not tested or not shown; & = joins results of further samples; [ ] = dose if it differs, or a comment.

SMILES | Cneo AK release | PglD inh | C2C12 statin | PGC1a acetyl inh | miR-122 sensor | CFTR F508del cor | GSIS activator | FN deposit inh
C[C@H](CO)N1C[C@H](C)[C@H](CN(C)C(=O)Nc2ccc(F)cc2)Oc2cc(/C=C/c3ccccc3)ccc2S1(=O)=O | 6.9 | 0.1 | -58.2 | -4.1 | 1.4[16.7 µM] | 3.8 | x | x
COc1ccc(NC(=O)Nc2ccc3c(c2)C(=O)N([C@H](C)CO)C[C@@H](C)[C@H](CN(C)CC2CCCCC2)O3)cc1 | -0.2 | -2.1 | 8.6 | -14.6 | 0.0[16.7 µM] | 0.1 | 8.2 | x
CCOc1ccc(C(=O)NCc2ccco2)cc1Cl | -4.9 | 0.7 | -5.8 | x | x | 1.9 | 2.2 | 2.3
COC(=O)c1c(NC(=O)c2ccccc2OC)sc(C(=O)N2CCOCC2)c1C | 2.4 | -6.5 | -20.2 | -0.7 | -5.4 | -0.3 | 17.0 | 0.2
COc1cccc(CC2(CO)CCCN(Cc3[nH]c4ccc(C)cc4c3C)C2)c1 (stereo not drawn) | -1.3 | -1.6 | -16.1 | -0.2 | 1.9 | -2.0 | 11.3 | 3.9
COc1cccc(C(=O)O/N=C(\N)Cc2ccc(Cl)cc2)c1 | -2.8 | -2.9 | x | 1.2 | 5.3 | x | -4.1 | x
Nc1nncn1C(=O)c1ccccc1Cl | 6.5 | -4.5 | 20.6 | 7.4 | -0.9 | -0.4 | -1.8 | x
COc1ccc(CNS(=O)(=O)NCc2ccc(C)cc2)cc1 | -0.8 | 5.6 | x | x | x | x | 10.9 | -2.8
C[C@@H]1CCCCO[C@H](CN(C)Cc2ccc(Cl)c(Cl)c2)[C@H](C)CN([C@@H](C)CO)C(=O)c2cc(NC(=O)CCC(F)(F)F)ccc2O1 | -1.1 | -0.1 | x | 0.8 | -7.4[16.7 µM] | 3.8 | -19.9 | x
CN1C(=O)c2cc(NC(=O)c3cnccn3)ccc2OC[C@@H]2O[C@@H](CC(=O)N[C@@H]3CCN(Cc4ccccc4)C3)CC[C@H]21 | -0.1 | 2.8 | -1.8 | -2.4 | 13.3[16.7 µM] | 1.0 | 3.6 | 1.2
C[C@@H]1CCCCO[C@H](CN(C)S(=O)(=O)c2cn(C)cn2)[C@@H](C)CN([C@@H](C)CO)C(=O)c2cc(NC(=O)c3ccncc3)ccc2O1 | -1.1 | 4.6 | x | -4.5 | 5.5[16.7 µM] | -2.9 | 12.2 | x
C=CCn1c(SCC(=O)Nc2c(C)n(C)n(-c3ccccc3)c2=O)nc2ccccc2c1=O | 0.0 | -1.3 | -7.8 | 4.5 | -5.1 | 2.6 | 11.5 | 4.3
CC(C)C(C)(C#N)NC(=O)CSc1nncn1-c1ccccc1 (stereo not drawn) | x | x | 4.8 | 30.6 | -5.4 | 0.9 | -9.5 | -4.7
Cc1ccccc1C(=O)N1CCN(c2ccc([N+](=O)[O-])c(NCc3ccco3)c2)CC1 | -2.0 | -9.6 | 129.5* | 0.7 | -5.3 | x | x | x
COc1ccc(S(=O)(=O)Nc2ccc3c(c2)C(=O)N([C@H](C)CO)C[C@@H](C)[C@@H](CN(C)C(=O)CCC(F)(F)F)OCCCC[C@H](C)O3)cc1 | -0.3 | -0.4 | x | 4.8 | 4.9[16.7 µM] | -0.6 | -8.6 | x
O=C(/C=C/c1ccc(Cl)cc1)N1CCN(c2ccc([N+](=O)[O-])c(N3CCOCC3)c2)CC1 | 11.9 | 4.6 | x | 6.7 | -6.6 | x | -2.4 | 6.0
COc1ccc(CNC(=O)CSc2nc3nc(C)cc(C)n3n2)cc1 | -1.2 | 8.3 | -7.5 | -0.7 | 0.4 | x | x | -2.4
COc1ccc(S(=O)(=O)N(C)C[C@H]2Oc3ccc(NC(=O)c4ccncc4)cc3C(=O)N([C@H](C)CO)C[C@H]2C)cc1 | -5.8 | 0.1 | -18.6 | -5.7 | 49.4[16.7 µM] | -1.3 | 3.9 | x
COc1ccc(OC)c(NC(=O)COc2ccc(S(=O)(=O)N3CCCC3)cc2)c1 | -1.7 | -2.7 | 15.3 | x | 0.8 | 1.1 | -2.6 | 9.0
COc1cccc(NS(=O)(=O)c2cc(C)sc2C)c1 | -1.8 | 3.5 | x | -7.7 | 121.4* | x | x | x
Cc1cc(C)c(OCC(=O)OCC(=O)NC2CCC(C)CC2)c(C)c1 (stereo not drawn) | 3.0 | 0.2 | -6.3 | x | x | -1.6 | -4.6 | 2.2
Cc1ccccc1C(=O)NC(NC(=S)Nc1ccc(S(N)(=O)=O)cc1)C(Cl)(Cl)Cl (stereo not drawn) | 3.5 | x | 6.6 | 0.8 | 5.3 | x | -8.4 | -2.0
CN(C)CCNC(=O)NC(=O)c1ccc(Cl)cc1 | 4.0 | 2.7 | -0.4 | 6.1 | -3.8 | x | 16.0 | -6.6
COc1cc(C(=O)OCC(=O)NC2CC2)cc(OC)c1OC | 1.1 | -3.9 | -0.4 | x | x | 0.1 | 27.5 | 0.4
COc1cc(CN2CCCCCC2)cc(OC)c1O | -1.0 | -8.7 | -2.7 | 2.7 | -5.8 | -2.1 | -2.9 | 3.0
Cc1ccc(CNCc2ccccc2Cl)cc1 | -0.2 | -0.8 | -3.0 | 1.9 | 1.5 | x | 7.4 | x
C=C(C)CNC(=S)Nc1cccc(S(=O)(=O)NC2=NCCC2)c1 | -3.7 | 4.4 | -3.9 | -5.2 | 13.4 | 2.9 | -16.9 | -2.2
Cc1ccc(C(=O)OCC(=O)NCc2ccc(Cl)cc2)s1 | -0.3 | 0.0 | -16.6 | -14.4 | 1.5 | 0.7 | -2.3 | x
O=C(Cc1ccc(S(=O)(=O)N2CCOCC2)s1)N1CCN(c2ccc(C(F)(F)F)cc2[N+](=O)[O-])CC1 | -5.9 | 0.8 | 10.9 | -3.5 | -17.1 | -1.4 | -28.3 | 8.0
COc1ccc(C2CC(c3ccccc3)=NN2C(=O)COC(=O)c2nc3nccc(C)n3n2)cc1 (stereo not drawn) | x | x | 1.5 | x | -2.0 | 2.2 | 10.3 | -3.8
O=C(N[C@@H]1CC[C@H](CC(=O)N2CCc3ccccc3C2)O[C@H]1CO)C1CC1 | -2.2 | 1.6 | 0.0 | -4.9 | x | 1.0 | -1.5 | -8.5
CCCC(C(=O)NCC1CCCO1)N(Cc1ccco1)C(=O)CNS(=O)(=O)c1ccc(F)cc1 (stereo not drawn) | -3.3 | 1.7 | 23.2 | 1.0 | -0.2 | x | x | x
N#CC1(NC(=O)COc2ccc(S(=O)(=O)N3CCCC3)cc2[N+](=O)[O-])CCCCC1 | 0.5 | -1.1 | x | x | x | -0.6 | -20.7 | 3.1
CN(C)CC(=O)N1[C@H](C#N)[C@@H](c2ccccc2-c2ccccc2F)[C@H]1CO | x | x | x | 7.7 | x | -1.2 | -2.0 | -0.9
Cc1ccc(C(C)(C)NC(=O)C2CCC(=O)N(Cc3ccccc3F)C2)cc1 (stereo not drawn) | 3.1 | -0.9 | 12.7 | x | x | 3.1 | 7.9 | 0.9
COC(=O)[C@]1(CC(C)C)N[C@H](c2ccc(-c3ccc(Cl)c(Cl)c3)cc2)[C@@H]2C(=O)N(C)C(=O)[C@@H]21 | 3.0 | -0.5 | 2.6 | -0.2 | -0.1 | -0.4 | -4.3 | 8.5
Cc1cccc(NC(=S)N/N=C/c2ccc(Cl)c([N+](=O)[O-])c2)c1 | 1.1 | 1.9 | -5.3 | 17.6 | 1.3 | x | 28.8 | -10.4
COc1ccc(NC(=O)N(C)C[C@H]2Oc3ncc(-c4cccnc4)cc3C(=O)N([C@@H](C)CO)C[C@@H]2C)cc1 | -4.5 | 4.8 | -1.4 | -4.2 | 6.8[16.7 µM] | -1.3 | 7.7 | x
CC1=CC2=NC(=O)CC(C)(C(=O)N(CC(=O)NC3CCCC3)Cc3ccccc3)N2C=C1 (stereo not drawn) | -2.6 | -3.6 | 25.7 | -2.5 | 4.3 | -3.2 | 14.0 | -4.9
Cc1ccc(C)c(NC(=O)c2ccc[n+](Cc3ccc([N+](=O)[O-])cc3)c2)c1 | 3.4 | -3.7 | x | -2.8 | 1.2 | x | x | x

Eight compounds out of the list, sorted by molecular weight, low to high:
SMILES | Cneo AK release | PglD inh | C2C12 statin | PGC1a acetyl inh | miR-122 sensor | CFTR F508del cor | GSIS activator | FN deposit inh
Cc1ccc(CNCc2ccccc2Cl)cc1 | -0.2 | -0.8 | -3.0 | 1.9 | 1.5 | x | 7.4 | x
COc1cc(CN2CCCCCC2)cc(OC)c1O | -1.0 | -8.7 | -2.7 | 2.7 | -5.8 | -2.1 | -2.9 | 3.0
C=C(C)CNC(=S)Nc1cccc(S(=O)(=O)NC2=NCCC2)c1 | -3.7 | 4.4 | -3.9 | -5.2 | 13.4 | 2.9 | -16.9 | -2.2
Cc1ccc(C)c(NC(=O)c2ccc[n+](Cc3ccc([N+](=O)[O-])cc3)c2)c1 | 3.4 | -3.7 | x | -2.8 | 1.2 | x | x | x
CN(C)CC(=O)N1[C@H](C#N)[C@@H](c2ccccc2-c2ccccc2F)[C@H]1CO | x | x | x | 7.7 | x | -1.2 | -2.0 | -0.9
CC1=CC2=NC(=O)CC(C)(C(=O)N(CC(=O)NC3CCCC3)Cc3ccccc3)N2C=C1 (stereo not drawn) | -2.6 | -3.6 | 25.7 | -2.5 | 4.3 | -3.2 | 14.0 | -4.9
Cc1ccccc1C(=O)NC(NC(=S)Nc1ccc(S(N)(=O)=O)cc1)C(Cl)(Cl)Cl (stereo not drawn) | 3.5 | x | 6.6 | 0.8 | 5.3 | x | -8.4 | -2.0
COc1ccc(NC(=O)N(C)C[C@H]2Oc3ncc(-c4cccnc4)cc3C(=O)N([C@@H](C)CO)C[C@@H]2C)cc1 | -4.5 | 4.8 | -1.4 | -4.2 | 6.8[16.7 µM] | -1.3 | 7.7 | x

(more compounds)
SMILES | Cneo AK release | PglD inh | C2C12 statin | PGC1a acetyl inh | miR-122 sensor | CFTR F508del cor | GSIS activator | FN deposit inh
CC(C)NC(=O)Nc1ccc2c(c1)C(=O)N([C@H](C)CO)C[C@H](C)[C@@H](CN(C)C(=O)NC1CCCCC1)O2 | -0.7&0.7 | 1.8&-7.9 | 47.9&-0.6 | -2.2&9.9 | 9.9[16.7 µM] | 2.9&2.8 | 27.7&4.5 | -0.8
CC(C)(C)c1cc(NC(=O)c2ccco2)no1 | -8.1 | 4.4 | -20.2 | -1.6 | 6.5 | 0.2 | 36.3 | x
CC(OC(=O)c1ccccc1Oc1ccccc1)C(=O)NC1CC1 (stereo not drawn) | 2.1 | 0.9 | 0.2 | 7.0 | -9.2 | 0.8 | x | 1.3
O=C(/C=C/c1ccc(F)cc1)NCCNC(=O)/C=C/c1ccc(F)cc1 | x | x | x | -11.2 | -5.1 | -2.9 | 6.8 | 7.0
Cc1ccc(CN2CCN(/N=C/c3ccccc3)CC2)cc1 | x | x | 12.0 | -9.8 | x | 0.7 | -4.4 | 8.1

Source: PubChem (Broad Institute)
